Screens from PubChem.
PI4K2A block – inhibitors of human PI4K2A. Q9BTU6. purified PI4K2A, ADP-Glo luminescence, 1 h; hits give low values. activity change, negative = inhibition, % at 76.9 µM. actives 0.13% (n = 420,000). AID 1346378; in the data active = activity change below about -50%; inconclusive = mostly about -30% to -49%;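 also: -100% = wells without enzyme as full effect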
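ADP-Glo luminescence measured ADP generated by PI4K2A enzyme (4 ug/mL before mixing) with 1.2 mM PI substrate (pre-mix) and 300 microM ATP (pre-mix). Tris pH7.5 buffer with MgCl2, Triton X-100; 1 h reaction at ambient temperature.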
Pin1 inh – inhibitors of human Pin1; AID 504891; Q13526; Pin1 FP peptide displacement, HiFluor488, 10 min; actives 0.009% (n = 390,000); Potency, µM (titrated, usually from 115 µM), inactives show top-dose activity, negative = inhibition, hits mostly inhibitors; active = well fitted inhibition curve with a large enough effect in the polarisation, with a control signal flat, not every such curve was filed as active; inconclusive = small, poorly fitted or top-dose-only effect, or effect the other way, or a change in a side signal; inactive = no such curve, though single readings can be large or run the other way; the % refers to the polarisation; also: potency is read from the fitted curve at half-maximal effect; % is scaled to controls: 0 for no effect and ±100 for the full control effect
Target sequence (Q13526 whole entry, looked up): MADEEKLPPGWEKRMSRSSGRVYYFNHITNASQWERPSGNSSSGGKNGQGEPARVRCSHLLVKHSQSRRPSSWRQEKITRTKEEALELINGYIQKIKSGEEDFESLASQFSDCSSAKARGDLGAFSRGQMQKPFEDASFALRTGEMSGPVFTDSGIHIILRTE
HP1b chromo inh – HP1-beta chromodomain-methylated histone interaction inhibition; P83916; AlphaScreen HP1-beta / biotin-H3K9me3 peptide binding; Potency, µM (titrated, usually from 114 µM), inactives show at the top dose activity change, negative = inhibition, most hits filed as inhibitors; actives 0.56% (n = 390,000); also: potency is read from the fitted curve at half-maximal effect; nearly all actives have a fitted effect of over 70% in size; inactives centre near 23
Target sequence (P83916 whole entry, looked up): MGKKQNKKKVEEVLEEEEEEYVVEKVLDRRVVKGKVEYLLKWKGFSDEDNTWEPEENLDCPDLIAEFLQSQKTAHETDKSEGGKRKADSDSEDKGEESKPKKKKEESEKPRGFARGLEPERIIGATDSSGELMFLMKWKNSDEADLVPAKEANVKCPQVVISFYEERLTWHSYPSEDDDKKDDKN
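HP1-beta protein (50 nM final) preincubated 30 min at room temperature with biotinylated H3(1-18)K9me3 peptide (50 nM) in PBS pH 7.4, 0.01% Tween-20, then compound added for 30 min. AlphaScreen streptavidin donor/nickel chelate acceptor beads (10 ug/mL final), 30 min dark, luminescence read.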
Tb PGK inh – blocks T. brucei phosphoglycerate kinase. P07378. PGK/GAPDH coupled, Kinase-Glo luminescence, 60 min. Potency, µM (series often up to 57.5 µM), without a hit: at the highest dose activity change, negative = inhibition, actives largely listed as inhibitors. actives 0.043% (n = 380,000). AID 602233; also: potency is read from the fitted curve at half-maximal effect; % is scaled to controls: 0 for no effect and ±100 for the full control effect; nearly all actives have a fitted effect of over 60% in size
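Recombinant glycosomal PGK reaction used 1,3-bisphosphoglycerate generated in-well by GAPDH (100nM final) in 100mM TEA pH 7.6, 5mM MgCl2, 0.01% Tween-20. After 60 minutes at room temperature, ATP was read by Kinase-Glo Plus luminescence end-point.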
JMJD2A Tudor inh – inhibitors of human JMJD2A Tudor domain. AID 504339. O75164. AlphaScreen JMJD2A-Tudor / H3K4me3 peptide binding. Potency, µM (doses to about 114 µM), without a hit: top-dose activity change, negative = inhibition, actives largely listed as inhibitors. actives 4.4% (n = 390,000); also: potency is read from the fitted curve at half-maximal effect; % is scaled to controls: 0 for no effect and ±100 for the full control effect; nearly all actives have a fitted effect of over 50% in size
Pol eta inh – inhibitors of human DNA polymerase eta; recombinant Pol eta, fluorescent DNA replication assay; Q9Y253; actives 1.2% (n = 390,000); AID 588591; Potency, µM (series often up to 114 µM), without a hit: at the highest dose activity change, negative = inhibition, actives largely listed as inhibitors; also: potency is read from the fitted curve at half-maximal effect; % is scaled to controls: 0 for no effect and ±100 for the full control effect
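Fluorescent replication assay: 50 nM final substrate added after a 15 min room-temperature compound preincubation with 10 nM enzyme. Signal taken at 0 min and again at 10 min.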
BAZ2B block – inhibitors of human BAZ2B bromodomain; Q9UIF8; AlphaScreen BAZ2B-H3K14Ac peptide displacement; Potency, µM (series often up to 114 µM), for the others: top-dose activity change, negative = inhibition, hits mostly inhibitors; actives 4.4% (n = 360,000); also: potency is read from the fitted curve at half-maximal effect; % is scaled to controls: 0 for no effect and ±100 for the full control effect; nearly all actives have a fitted effect of over 60% in size
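Inhibition is scored as reduced AlphaScreen emission. The BAZ2B/b-H3(5-23)K14Ac complex (50 nM each) in PBS pH 7.4, 0.01% Tween-20 meets compound (up to 110 uM) for 30 min at RT before bead addition.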
G9a block – blocks human histone lysine methyltransferase G9a. Q96KQ7. G9a H3K9 monomethylation, AlphaScreen, 2 h. Potency, µM (titrated, usually from 102 µM), inactives show top-dose activity, negative = inhibition, actives largely listed as inhibitors. actives 8.8% (n = 350,000). AID 504332; also: potency is read from the fitted curve at half-maximal effect; % is scaled to controls: 0 for no effect and ±100 for the full control effect; nearly all actives have a fitted effect of over 75% in size
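AlphaScreen detection with an anti-monomethyl H3K9 antibody quantified product after a 2 h room-temperature reaction containing 500 nM biotinylated H3K9 peptide, 20 µM SAM and 20 nM enzyme, which had been preincubated 15 min with compound.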
GLS inhibitor – inhibitors of human glutaminase (GLS); GLS enzymatic activity, qHTS titration; Potency, µM (series often up to 45.5 µM), for the others: at the highest dose activity change, negative = inhibition, actives largely listed as inhibitors; AID 624170; actives 0.21% (n = 410,000); also: potency is read from the fitted curve at half-maximal effect; % is scaled to controls: 0 for no effect and ±100 for the full control effect
Target sequence (O94925 whole entry, looked up): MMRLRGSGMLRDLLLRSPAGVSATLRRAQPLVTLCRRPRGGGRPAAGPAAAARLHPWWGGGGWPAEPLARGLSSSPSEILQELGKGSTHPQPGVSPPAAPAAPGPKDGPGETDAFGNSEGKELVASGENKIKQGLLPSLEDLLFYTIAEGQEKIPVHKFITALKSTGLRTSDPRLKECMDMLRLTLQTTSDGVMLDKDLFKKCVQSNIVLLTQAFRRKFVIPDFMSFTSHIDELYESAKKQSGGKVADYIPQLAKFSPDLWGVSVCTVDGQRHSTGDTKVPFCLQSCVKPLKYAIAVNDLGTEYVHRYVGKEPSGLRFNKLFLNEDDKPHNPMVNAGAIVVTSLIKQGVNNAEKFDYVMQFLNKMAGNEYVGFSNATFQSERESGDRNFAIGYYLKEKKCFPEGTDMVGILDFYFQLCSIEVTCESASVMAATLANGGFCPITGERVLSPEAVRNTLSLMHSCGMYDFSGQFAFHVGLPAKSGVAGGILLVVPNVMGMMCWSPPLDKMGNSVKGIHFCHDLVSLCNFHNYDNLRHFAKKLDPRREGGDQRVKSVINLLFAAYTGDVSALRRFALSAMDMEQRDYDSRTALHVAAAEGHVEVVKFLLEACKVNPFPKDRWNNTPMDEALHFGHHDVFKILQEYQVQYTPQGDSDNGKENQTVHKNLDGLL
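Compounds were pin-transferred onto hKGA, after which L-glutamine (1 mM solution) and a detection mix of glutamate oxidase, HRP and Amplex Red were added. Initial and 30 min RT fluorescence reads were collected.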
* marks the source's active call; other numbers are inactive results; i = inactive; ? = inconclusive; / = no result given; & = joins results of further samples; [ ] = dose if it differs, or a comment. Unless noted, calls follow the shape of the dose curve; as a rule, active = well fitted curve in the direction sought with a large enough effect; inconclusive = small, poorly fitted or top-dose-only effect, or another doubt; inactive = no such curve, though single readings can be large; an effect the other way counts as inactive or inconclusive.

smiles	Pol eta inh	Tb PGK inh	GLS inhibitor	HP1b chromo inh	PI4K2A block	JMJD2A Tudor inh	Pin1 inh	G9a block	BAZ2B block
O=c1c(=O)n(-c2ccccc2)ccn1Cc1cccc(C(F)(F)F)c1	-11%	-7%	7%	34%	-3	3%	-4%	3%[59 µM]	-16%
COc1cccc(NC(=O)CCNS(=O)(=O)c2ccc3c(c2)CC(C)N3C(=O)C2CC2)c1 (centres undefined)	1%	8%	1%	37%[activator]	1	-5%	7%	9%[59 µM]	-17%
CCOc1ccc(OCC(=O)NCCS(=O)(=O)N2CCN(c3ccccc3F)CC2)cc1	-14%	2%	2%	11%[57 µM]	5	-12%	-4%	12%[59 µM]	1%
O=Cc1cc(N=Nc2ccc(S(=O)(=O)O)cc2)ccc1O	-23%	-5%	?	-3%	-12	-19%	6%	/	/
CCC(=O)N1CCc2cc(Br)cc(S(=O)(=O)N3CCCC(C(=O)Nc4ccc(C)c(F)c4)C3)c21 (centres undefined)	-23%	-7%	-9%	11%	-7	-17%	32%[activator]	11%[59 µM]	2%
CCC(c1nnnn1C(C)(C)C)N1CCN(C2CCCC2)CC1 (centres undefined)	-25%	2%	-23%	51%[activator]	-2	-11%[11.4 µM]	-1%	-22%[59 µM]	7%
Cc1ccc(C(=O)Nc2cccnc2)cc1S(=O)(=O)N1CCCCC1	-4%	1%	-21%	?	-2	-26%[11.4 µM]	-2%	17%	-5%
CC(C)c1ccc(N(CC(=O)N/N=C/c2ccc(OC3CSC3)cc2)S(=O)(=O)c2ccccc2)cc1	-9%	2%	0%	34%	0	1%	3%	17%[59 µM]	1%
Cc1ccc(C)c(NC(=O)c2ccccc2NS(=O)(=O)c2cc([N+](=O)[O-])ccc2C)c1	-12%	-4%	10%	40%[activator]	-2	-20%	-7%	-12%[59 µM]	7%
Cc1ccc(S(=O)(=O)N/N=C/c2cc(Br)ccc2O)cc1	-14%	0%	11%	12%	-5	-22%	-1%	/	?
Cc1[nH][nH]c(=O)c1C(c1ccccc1[N+](=O)[O-])C(C#N)C#N (centres undefined)	-8%	i	?	16%	-4	-18%	3%	40µM*	-17%
O=C(N/C(=C/c1ccccc1Cl)C(=O)N1CCCCC1)c1ccco1	-12%	3%	10%	15%	3	-15%	-13%	/	/
COc1cc(NC(=S)N2CCN(c3ccccn3)CC2)c(OC)cc1Cl	-12%	-2%	7%	-38%	-4	?	-1%	16µM*	-26%
CC(=O)c1cccc(NC(=O)C2CCN(C(=O)c3cccs3)CC2)c1	-19%	-7%	18%	9%	-4	-5%	-5%	-23%	-18%
O=C(O)Cc1ccc(NC(=S)Nc2ccc(Br)cc2Cl)cc1	-4%	-2%	12%	42%[activator]	-2	-2%	2%	?	4%
Cc1ccsc1C(=O)OC1CCOC1=O (centres undefined)	-4%	8%	6%	54%[activator]	4	2%	-4%	24%[59 µM]	-6%
CN(Cc1ccccc1)S(=O)(=O)c1ccc(Cl)c(C(=O)NCc2ccc3c(c2)OCO3)c1	-3%	i	2%	7%	2	-10%	51%[activator]	20%[59 µM]	5%
CCCOC(=O)C1C2C=C[C@]3(CN(CCc4ccccc4)C(=O)[C@H]13)O2 (some centres undefined)	-5%	16%	11%	26%	-8	3%	6%	13%	13%
O=C(NCc1nc2ncc(Br)cc2[nH]1)c1ccccc1	9%	9%	1%	41%[activator]	3	-7%[57.1 µM]	0%	21%[59 µM]	16%
CC(/C=N/NC(=O)CSc1nc2ccccc2n1C)=C\c1ccco1	14µM*	-22%	-5%	-7%	-10	-25%[57.1 µM]	?	?	?
COCCNC(=O)C1CCC(CNS(=O)(=O)c2ccccc2)CC1 (centres undefined)	-15%	/	-11%	46%[activator]	1	8%	-8%	?	3%
Cc1cc(Cl)ccc1NC(=O)c1ccc2c(c1)CCN2S(C)(=O)=O	-17%	-5%	2%	34%	-2	0%	-10%	?	4%
CCCCN(CC)Cc1ccc(CNC(=O)Nc2ccc(Cl)cc2)o1	-7%	11%	-12%	-9%	-1	-7%	-9%	0%	-6%
Cc1ccc(C(=O)NC(CCc2ccccc2)C(=O)O)cc1 (centres undefined)	-14%	-1%	-2%	4%	-4	?	-3%	/	/
COc1ccc(C(Nc2ccccn2)c2c(NC(=O)c3ccco3)sc(C)c2C)cc1OC (centres undefined)	-22%	-6%	2%	-19%	0	-58%	-1%	?	?
O=C(NN1C(=O)NC2(CCCCC2)C1=O)c1ccc(Cl)s1	0%	-1%	4%	32%	2	?	-3%	15%[12.7 µM]	5%
O=C(c1cc(-c2ccc(F)cc2)no1)N1CCN(Cc2ccc3c(c2)OCO3)CC1	-13%	i	-5%	43%[activator]	4	-26%	1%	14%	-27%
O=C(CSc1n[nH]c(-c2cccnc2)n1)Nc1ccnc2ccccc12	2%	0%	-1%	69%[activator]	14	-14%	9%	?	-9%
COc1cc(NC(=O)CN2C(=O)NC(c3ccccc3)(c3ccccc3)C2=O)cc(OC)c1	-4%	4%	1%	12%	1	-33%	-2%	?	-17%
Cc1cc(Cl)ccc1OCCCC(=O)NO	-16%	-1%	22%	32%	3	-3%	5%	15%[12.7 µM]	-32%

Quoted from the results shown for reference:
smiles	Pol eta inh	Tb PGK inh	GLS inhibitor	HP1b chromo inh	PI4K2A block	JMJD2A Tudor inh	Pin1 inh	G9a block	BAZ2B block
O=c1c(=O)n(-c2ccccc2)ccn1Cc1cccc(C(F)(F)F)c1	-11%	-7%	7%	34%	-3	3%	-4%	3%[59 µM]	-16%
COc1cccc(NC(=O)CCNS(=O)(=O)c2ccc3c(c2)CC(C)N3C(=O)C2CC2)c1 (centres undefined)	1%	8%	1%	37%[activator]	1	-5%	7%	9%[59 µM]	-17%

Next part:
smiles	Pol eta inh	Tb PGK inh	GLS inhibitor	HP1b chromo inh	PI4K2A block	JMJD2A Tudor inh	Pin1 inh	G9a block	BAZ2B block
CC(CCc1ccccc1)NC(=O)Cn1c(=O)nc(-c2ccccc2)c2ccccc21 (centres undefined)	-10%	2%	-8%	23%	-1	-13%	0%	4%[59 µM]	-25%
CCOC(=O)C1CCCN(c2ccc(NC(=O)c3snc4c(=O)[nH]c(C)nc34)cc2)C1 (centres undefined)	-6%	-9%	10%	5%	-8	-25%	-1%	-25%[59 µM]	2%
C#CCOCCOCCOCCNc1nc(N2CCN(C(=O)CCCCCCCCCCNC(=O)[C@@H](CCSC)n3cc(CCO)nn3)CC2)nc(N2CCN(C(=O)CCCCCCCCCCNC(=O)[C@@H]([C@H](C)O)n3cc(C)nn3)CC2)n1	-2%	-5%	0%	46%[activator]	-2	-15%	18%	-4%[2.33 µM]	?
CCc1nc2ccccc2n(CC)c1=O	-5%	-8%	1%	20%	-8	14%	-4%	9%[59 µM]	/
COc1ccc(Oc2c(OC)cc(NCc3ccc(CN)cc3)c3ncccc23)cc1	3.2µM*	-16%	-29%	/	-14	/	/	/	/
COc1cc(CCC(=O)Nc2c(C(=O)N3CCN(c4ccccc4OC)CC3)oc3ccccc23)on1	-18%	-1%	6%	21%	7	?	0%	/	?
Cc1ccc(S(=O)(=O)N2CCN(CC(=O)N/N=C\c3ccccn3)CC2)cc1	-2%	i	-4%	49%[activator]	-1	-13%	-2%	5%	1%
C/C(=N/NC(=O)c1cc(O)c(O)c(O)c1)c1ccc([N+](=O)[O-])cc1	14µM*	?	44%[activator]	?	-5	45µM*	?	7.1µM*	40µM*
O=C(NNC(=O)c1ccccc1O)c1cccc(Br)c1	0%	1%	19%	44%[activator]	2	-2%	7%	/	8%[57.1 µM]
CCOc1ccc(C2C(C(=O)Nc3cc(C)on3)c3ccccc3C(=O)N2CCN2CCOCC2)cc1 (centres undefined)	10%	-3%	-15%	8%	-2	-26%	-3%	-8%	-18%
O=C(Oc1ccc(Br)cc1C(=S)N1CCCCC1)c1cc([N+](=O)[O-])cc([N+](=O)[O-])c1	-2%	-11%	3%	?	6	?	1%	?	?
CCC(Sc1ccc2nnc(-c3cccnc3)n2n1)C(=O)OC (centres undefined)	3%	0%	4%	9%[57 µM]	0	-4%[57.1 µM]	-6%&-16%	25%	-5%
O=C(CCn1c(=O)[nH]c2ccsc2c1=O)Nc1ccc(F)c(F)c1	-8%	2%	5%	22%	4	3%	-2%	-34%	?
O=C1C2C(C(=O)N1/N=C/c1ccc(N3CCCCC3)o1)C1C=CC2C12CC2 (centres undefined)	-7%	i	21%	-3%	4	-23%	7%	?	-30%
CNS(=O)(=O)c1cccc(C(=O)OCC(=O)N(CCC#N)c2ccccc2)c1	-17%	-8%	-2%	17%	-1	-7%	-6%	2%	-2%
COc1ccccc1N1CCN(S(=O)(=O)c2ccc(F)c(C(=O)Nc3ccc(C)c(F)c3)c2)CC1	-10%	0%	-2%	43%[activator]	-2	?	45%[activator]	-26%[59 µM]	-17%
COc1ccc(OC)c(NC(=O)C2CC(=O)N(c3ccccc3)C2)c1 (centres undefined)	4%	1%	9%	13%	-2	-9%	4%	1%	8%
Cc1ccc(CNC(=O)C23CN(Cc4ccccc4)CC2C(c2cccc([N+](=O)[O-])c2)=NO3)cc1 (centres undefined)	0%	-1%	7%	-3%	-1	?	2%	?	-5%
Cc1cc(NC(=O)COC(=O)c2c(C)nn(-c3ccccc3)c2C)no1	-11%	i	-11%	31%	5	-22%	-8%	-4%[59 µM]	8%
COc1ccccc1NC(=O)c1c(Nc2ccccc2C)sc(C(=O)Nc2cccc(Cl)c2)c1N	-8%	-3%	22%	0%	0	-33%	4%	-14%[59 µM]	-32%

Only part of the results is shown; count on the stated rates, not on these rows.
